# Arr AP2 block = human beta-arrestin and AP2 interaction inhibition | inhibition, % at 10 µM | 340,000 compounds, 0.31% hits | AID 504490 | FITC-arrestin peptide / GST-AP2 beads, flow cytometry; AP2 beta2 appendage carries R879A mutation;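 active = inhibition above a set limit, near 3 SD of compounds lacking own fluorescence, cut at about 54% in these data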;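 note: plate controls were DMSO wells for no effect and 5 µM unlabelled arrestin peptide for full effect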
#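 System: GST-AP2 R879A glutathione beads; medium: PBS, Tween 20 0.05%, BSA 0.1%; reagent: fluorescein-tagged arrestin peptide at 50 nM final; schedule: pre-incubation 12 min, peptide binding 1 h, room temperature; detection: flow cytometry, FL1 (488/535 nm); read-out: inhibition as reduced fluorescein signal on beads, percent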
# Tat export inh = inhibitors of E. coli Tat protein transport | E. coli MC4100 TorA-mCherry Tat export, fluorescence | inhibition, % at 10 µM | 340,000 compounds, 0.036% hits;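 active = mean replicate inhibition at least 50% and at least half of replicates individually reaching 50%; inconclusive = only one of the two criteria met; inactive = neither criterion met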;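 note: exported cargo escapes ClpAP degradation while cytoplasmic cargo is degraded and loses fluorescence; 0% = median of neutral control wells and 100% = median of NaSCN control wells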
# MOR-DOR ag = OPRM1-OPRD1 heterodimerization agonism; cells, luminescence; activation, % at 9.3 µM; 340,000 compounds, 0.3% hits; AID 504326; in the data active = activation above about 18%;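 note: 0% = vehicle-treated cells and 100% = reference agonist; values of inactives mirror those of a sister screen read the other way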
# PKA-R1A activ = PKA-R1A complex activation | P00514+P68181 | PKA-R1A dissociation, Cy5-IP20 fluorescence polarization; scaled: DMSO 0%, 113 µM cGMP 100% | activation, % at 11.4 µM | 340,000 compounds, 0.083% hits | AID 504707;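 active = percent activation above the mean of all tested compounds plus 3 SD, cut at about 19% in these data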;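 note: higher means more PKAc released from R1A so a rise in polarization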
# PfHsp90 set2 = inhibits growth of yeast expressing Plasmodium falciparum Hsp90 | S. cerevisiae expressing PfHsp90, BacTiter-Glo ATP, 48 h; yeast lacking PDR1 and PDR3 efflux regulators | inhibition, % at 9.4 µM | 310,000 compounds, 0.32% hits;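 active = every replicate shows inhibition above about 80%, whatever the replicate mean, limit read from the data; inconclusive = mean inhibition reaches the set limit but some replicate falls short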;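 note: 0% = DMSO neutral controls and 100% = 20 µM radicicol positive controls; yeast relying on Plasmodium falciparum Hsp90 in place of its own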
# AddAB inh = less growth of phage-infected E. coli with AddAB | E. coli expressing H. pylori AddAB, absorbance growth | inhibition, % at 11.9 µM | 330,000 compounds, 0.29% hits | AID 435030; in the data active = inhibition above about 12%;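 note: 0% = vehicle wells of infected cells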
# phage Ecoli inh = E. coli growth loss with phage present. growth absorbance. inhibition, % at 11.9 µM. 360,000 compounds, 0.26% hits; in the data active = inhibition above about 11%
# DSG3 Ab inh = inhibitors of pemphigus antibody binding to human desmoglein-3; DSG3-coupled beads, scFv-anti-DSG3-GFP binding, flow cytometry; hits give low values; binding (percent of control), % at 10 µM; 310,000 compounds, 0.48% hits; AID 588358;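 active = binding more than 3 SD below its plate's average and above zero; inconclusive = below that plate limit but binding exactly zero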;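 note: hits lower antibody fragment binding to DSG3; some compounds called inactive have numbers as strong as hits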
# Target sequence (P32926 whole entry, looked up, the tested form may be a part): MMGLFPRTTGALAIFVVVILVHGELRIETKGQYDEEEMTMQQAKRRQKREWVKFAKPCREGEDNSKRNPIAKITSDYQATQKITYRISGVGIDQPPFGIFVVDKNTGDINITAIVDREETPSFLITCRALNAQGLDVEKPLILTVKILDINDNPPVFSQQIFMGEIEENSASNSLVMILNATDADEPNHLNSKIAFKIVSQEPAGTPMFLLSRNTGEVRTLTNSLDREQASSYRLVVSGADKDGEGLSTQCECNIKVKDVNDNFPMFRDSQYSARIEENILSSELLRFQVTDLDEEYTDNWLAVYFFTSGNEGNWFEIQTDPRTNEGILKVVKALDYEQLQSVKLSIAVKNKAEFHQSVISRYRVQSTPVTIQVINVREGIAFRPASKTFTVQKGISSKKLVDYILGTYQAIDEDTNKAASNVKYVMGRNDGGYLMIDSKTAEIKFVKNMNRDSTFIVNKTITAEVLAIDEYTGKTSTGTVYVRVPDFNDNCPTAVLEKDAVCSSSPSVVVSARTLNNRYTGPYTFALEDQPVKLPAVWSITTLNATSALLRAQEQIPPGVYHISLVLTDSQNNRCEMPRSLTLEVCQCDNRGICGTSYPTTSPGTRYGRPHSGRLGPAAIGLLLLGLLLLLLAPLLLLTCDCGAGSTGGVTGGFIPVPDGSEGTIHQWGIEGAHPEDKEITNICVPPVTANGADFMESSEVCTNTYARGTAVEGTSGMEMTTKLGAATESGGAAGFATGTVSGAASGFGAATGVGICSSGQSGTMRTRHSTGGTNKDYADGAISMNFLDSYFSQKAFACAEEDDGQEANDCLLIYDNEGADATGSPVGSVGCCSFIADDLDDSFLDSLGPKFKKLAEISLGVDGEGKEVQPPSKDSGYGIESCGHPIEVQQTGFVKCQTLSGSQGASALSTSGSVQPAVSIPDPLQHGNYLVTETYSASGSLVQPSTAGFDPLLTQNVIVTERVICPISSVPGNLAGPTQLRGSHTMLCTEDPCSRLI
# SUMO Mot1 rescue = inhibitors of SUMOylation pathway: yeast Mot1-301 growth rescue; S. cerevisiae Mot1-301 growth rescue, ATP luminescence, 38.5C; percent above DMSO median, 100 means doubled; growth rescue, % at 18.8 µM; 320,000 compounds, 1% hits; AID 2716;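 active = every valid replicate shows activation above 250% relative to neutral control wells; inactive = the rest, any valid replicate at or below 250%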;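 note: OY570 slx delta 5 strain wells were the positive control but not used for scaling; some compounds called inactive have numbers as strong as hits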
# MOR-DOR inv ag = inverse agonists of human mu-delta opioid receptor heterodimerization. AID 504357. 340,000 compounds, 0.21% hits. P35372+P41143. cell-based MOR-DOR heterodimer luminescence, inverse agonism. inhibition, % at 9.3 µM; in the data active = inhibition above about 22%, passing the limit was not always enough;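 note: 0% = cells with DMSO and 100% = wells without cells with DMSO; values of inactives mirror those of a sister screen read the other way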
# E coli growth = reduces bacterial viability in AddAB counter-screen; E. coli V3065 growth, OD600 absorbance, 18 h; inhibition, % at 11.9 µM; 330,000 compounds, 0.27% hits;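 active = inhibition above the campaign's mean inhibition across all tested compounds plus 3 SD, cut at about 9.9% in these data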;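 note: uninfected addAB+ strain grown without phage in ampicillin broth; 0% = DMSO wells and 100% = ciprofloxacin 0.95 µg/ml wells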
# An asterisk follows results filed as active; ? = inconclusive; · = no result given.
# Values run as follows: Arr AP2 block	Tat export inh	MOR-DOR ag	PKA-R1A activ	PfHsp90 set2	AddAB inh	phage Ecoli inh	DSG3 Ab inh	SUMO Mot1 rescue	MOR-DOR inv ag	E coli growth
> N#Cc1ccccc1NC(=O)COC(=O)CCc1ccc(S(=O)(=O)N2CCCCC2)cc1
  7	1	0.7	-3	-8	1.7	-1.0	103	-3	-4	0.3
> CC1CN(C(C)C)C(C)CC1OC(=O)c1ccccc1 (centres undefined)
  0	-8	-2.0	-2	9	·	2.9	120	-25	10	·
> CCN(CC)CCCNC(=O)c1[nH]c(C)c(C(=O)NC2CCCCC2)c1C
  -5	-12	-3.7	-5	69	1.0	2.5	·	-10	19	-1.1
> COc1ccccc1CC(=O)Nc1ccc2c(c1)C(=O)NC2=O
  5	-6	-1.5	2	2	2.4	3.1	113	-4	9	-3.3
> O=C(OC1CCOC1=O)C1CCN(S(=O)(=O)c2ccc(Cl)c(C(F)(F)F)c2)CC1 (centres undefined)
  8	-8	-1.6	-22	19	1.2	2.4	102	12	8	2.4
> COc1ccccc1C(=O)NC(=O)COC(=O)CN1C(=O)NC2(CCCCC2C)C1=O (centres undefined)
  -8	-2	0.3	-10	-3	3.0	-2.4	·	81	-2	-1.7
> COCc1cc(C)nc(SCC[N+](C)(C)CC(=O)c2ccccc2)c1C#N
  26	8	-2.8	-13	-14	0.7	0.5	98	-11	13	0.8
> CC(=O)c1c(C)[nH]c(C(=O)Nc2ccc(C)c(C)c2)c1C
  4	-2	4.5	0	·	3.6	-0.5	·	35	-26	-1.8
> COc1ccc(-n2c(C)cc(/C=C3\C(=O)NN(c4ccccc4)C3=O)c2C)cc1
  36	-10	0.8	-10	-3	0.2	1.3	96	387	-4	0.9
> CCOC(=O)c1c(C2COc3ccccc3O2)csc1NC(=O)c1ccccc1 (centres undefined)
  -1	1	-2.8	-5	-1	0.3	2.0	104	-3	14	0.4
> Cc1cc(C)n(CCCNC(=O)c2ccc(C)c(S(=O)(=O)N3CCOCC3)c2)n1
  18	1	-0.2	2	-1	2.1	4.3	105	·	1	1.3
> Nc1cc(=O)[nH]c(SCC(=O)N2CCCC2)n1
  22	-3	-3.2	-7	9	-0.5	0.6	100	10	13	1.3
> CCOc1ccc(S(=O)(=O)N(C)CC(=O)NCc2ccc3c(c2)OCO3)cc1
  -7	6	-1.8	-2	-5	2.2	1.1	102	91	11	-1.5
> Cc1ccc(SCc2c(C(=O)N/N=C/C3CC=CCC3)nnn2-c2nonc2N)cc1 (centres undefined)
  12	-10	-0.1	-3	14	4.1	4.4	106	-4	0	0.7
> Cc1nc(NC(=O)COc2ccccc2)sc1C(=O)Nc1ccccc1
  6	-9	1.6	-11	-35	4.7	2.4	·	395	-8	1.3

# Ordered by value in Arr AP2 block (low to high): 3 of the compounds above.
molecule | Arr AP2 block
CCOc1ccc(S(=O)(=O)N(C)CC(=O)NCc2ccc3c(c2)OCO3)cc1 | -7
COCc1cc(C)nc(SCC[N+](C)(C)CC(=O)c2ccccc2)c1C#N | 26
COc1ccc(-n2c(C)cc(/C=C3\C(=O)NN(c4ccccc4)C3=O)c2C)cc1 | 36

# Next results.
# Values run as follows: Arr AP2 block	Tat export inh	MOR-DOR ag	PKA-R1A activ	PfHsp90 set2	AddAB inh	phage Ecoli inh	DSG3 Ab inh	SUMO Mot1 rescue	MOR-DOR inv ag	E coli growth
> COc1ccc(Cn2ccnc2SCC(=O)NC2CCCC2)cc1
  -8	4	-1.7	7	-3	0.6	2.6	104	-20	9	-2.0
> COc1ccc(NC(=O)c2ccco2)cc1NC(=O)COc1ccccc1
  15	-1	0.5	2	-9	6.5	2.7	111	-1	-2	3.0
> COc1ccc(CNC(=O)COC(=O)/C=C/c2ccco2)cc1
  ·	-16	0.3	1	17	1.2	4.6	100	-3	-2	0.2
> CC1CN(C(=O)c2cc3ccccc3oc2=O)CC(C)O1 (centres undefined)
  0	-4	-4.5	-4	-12	-0.7	0.5	124	7	21	-1.2
> COc1cccc(-c2ncc3ccccc3c2COC(=O)CCC(=O)O)c1
  -4	-3	-2.8	-2	5	0.8	-1.8	105	-3	15	1.1
> COc1ccc(CNC(=O)C2CCCN2S(=O)(=O)c2ccc(C)cc2)cc1 (centres undefined)
  22	-4	-2.4	15	-17	2.3	-7.4	·	-2	14	-2.4
> Cc1c(NS(=O)(=O)c2ccccc2F)c(=O)n(-c2ccccc2)n1C
  4	2	-1.3	7	2	2.4	0.9	109	96	7	1.9
> C/C(=N\N=C(/N)SC1CC(=O)N(c2ccc(Cl)cc2)C1=O)c1cccs1 (centres undefined)
  2	-1	-0.3	2	13	1.3	0.5	119	17	2	-0.4
> OCCN1CCN(C(=S)Nc2ccc(Oc3ccccc3)cc2)CC1
  8	?	0.8	-1	24	1.3	3.0	90	-1	-5	1.1
> Cc1ccc(S(=O)(=O)NC(C)(C)CN2CCCCC2)cc1
  10	-2	-0.2	-12	5	4.0	-1.9	104	109	1	-1.2
> COc1ccc(CCNS(=O)(=O)c2ccc(C3CNC(=O)C3)cc2)cc1OC (centres undefined)
  -25	-11	-2.1	1	12	3.3	2.3	94	-10	13	0.9
> CC(=O)c1c(C)[nH]c(-c2ccccc2)c1C
  4	3	-2.4	5	-12	1.5	3.6	132	-13	13	-1.3
> Cc1ccc(N2CC(C(=O)NCc3cccnc3)CC2=O)cc1 (centres undefined)
  2	0	-2.6	3	8	1.6	-0.6	102	-5	15	-0.2
> Nc1nnc(CC(=O)N/N=C\c2ccc(-c3cccc(Cl)c3)o2)s1
  1	2	-0.4	7	8	-1.6	2.3	96	11	2	-1.0
> O=C(c1cccc(Cl)c1)N1CCC2CC1c1cc(-c3ccc(F)cc3)ccc12 (centres undefined)
  23	7	0.6	-12	7	·	1.4	103	·	-3	·

# Values run as follows: Arr AP2 block	Tat export inh	MOR-DOR ag	PKA-R1A activ	PfHsp90 set2	AddAB inh	phage Ecoli inh	DSG3 Ab inh	SUMO Mot1 rescue	MOR-DOR inv ag	E coli growth
> O=C(CSc1nnc(NC(=O)C2CCC2)s1)NC1CC1
  -5	-1	0.1	2	-42	1.8	-0.1	·	414	0	0.4
> CN1/C(=N\O)c2cccc3cccc1c23
  -36	-3	3.7	0	-10	1.6	1.5	95	-9	-18	2.8
> ClC(Br)=C(n1cnc2ccccc21)n1cnc2ccccc21
  6	11	-0.5	-4	-27	3.8	1.6	102	917	3	2.1
> O=C(NCc1ccccc1)c1onc(CSc2ccc(Cl)cc2)c1C(=O)NCc1ccccc1
  ·	8	-2.2	2	16	0.2	0.2	100	6	13	-2.6
> CCn1c(SCC(=O)NCc2ccccc2)nc2nc3c(cc2c1=O)CCCC3
  3	-5	-0.7	1	-24	0.7	1.8	96	15	3	1.1
> COc1ccc(-c2nnc(Nc3nc4c(OC)cccc4s3)o2)c(OC)c1
  10	2	-0.7	6	-13	-2.6	-1.4	85	3	4	-1.7
> CCNC(=S)Nc1cc(OCC)c(NC(=O)c2cccs2)cc1OCC
  8	10	-0.3	-17	0	-0.6	-0.1	100	-5	2	2.6
> COc1ccc(CN2C(=O)CS/C2=N/N=C/c2cccs2)cc1
  10	-3	-0.4	6	0	4.0	-2.6	109	-9	2	0.3
> O=C(NCCN1CCOCC1)c1sc2ccccc2c1Cl
  2	2	·	·	8	0.8	2.3	105	-16	·	-0.5
> O=C(NCCc1ccc(F)cc1)c1coc(=O)c(Br)c1
  17	-6	3.5	5	15	0.6	0.5	97	-2	-16	-0.7
> Cc1ccc(S(=O)(=O)N(CC(O)CN2CCCCC2)c2cccc([N+](=O)[O-])c2)cc1 (centres undefined)
  5	-1	4.1	3	26	-0.7	2.9	113	19	-34	-1.6
> O=C(O)CCC(=O)Nc1ccc(C(=O)N2CCCCC2)cc1
  -9	-1	0.4	4	-27	2.6	0.1	125	427	-2	-0.1
> CCC1Oc2ccccc2N(CC(=O)NCCCN2CCCCC2C)C1=O (centres undefined)
  22	2	0.8	-4	-7	4.8	-0.1	106	-7	-5	0.6
> CCOc1ccc(NC(=O)[C@@H]2CCCN2C(=O)c2cccs2)cc1S(=O)(=O)N1CCOCC1
  1	0	0.6	-4	18	-0.9	-0.9	109	-2	-3	-3.0
> O=C(CSc1nnc(CNC(=O)c2ccccc2)o1)NCc1ccccc1Cl
  -9	-6	0.9	-1	-6	0.4	2.3	108	-6	-4	3.0

# Values run as follows: Arr AP2 block	Tat export inh	MOR-DOR ag	PKA-R1A activ	PfHsp90 set2	AddAB inh	phage Ecoli inh	DSG3 Ab inh	SUMO Mot1 rescue	MOR-DOR inv ag	E coli growth
> Cc1ccc(S(=O)(=O)Oc2cccc(/C=N/n3cnnc3)c2)cc1
  -14	-5	1.6	2	20	6.7	3.4	102	-10	-11	1.6
> CC(C)OCCCn1c(-c2ccc(Br)cc2)c[nH]c1=S
  -15	2	2.3	-3	-11	3.0	-0.9	89	-18	-11	0.8
> Cn1c(=O)c2c(nc(CN3CCN(Cc4ccccc4)CC3)n2CCN2CCOCC2)n(C)c1=O
  3	-2	·	-5	-16	0.8	1.2	·	23	·	-3.4
> CC1(C)Cc2c(sc3c2c(=O)n(-c2ccc(Cl)cc2)c(=O)n3CC(N)=O)CO1
  -9	-10	-2.0	-9	21	0.9	1.1	·	-6	10	-1.1
> CSc1nsc(SCC(=O)Nc2ccc(F)cc2F)n1
  4	-6	-3.6	-10	9	3.4	2.1	107	-19	19	-0.4

# Of the compounds above, these have a thiophene ring, fused or not.
# Values run as follows: Arr AP2 block	Tat export inh	MOR-DOR ag	PKA-R1A activ	PfHsp90 set2	AddAB inh	phage Ecoli inh	DSG3 Ab inh	SUMO Mot1 rescue	MOR-DOR inv ag	E coli growth
> CCOC(=O)c1c(C2COc3ccccc3O2)csc1NC(=O)c1ccccc1 (centres undefined)
  -1	1	-2.8	-5	-1	0.3	2.0	104	-3	14	0.4
> C/C(=N\N=C(/N)SC1CC(=O)N(c2ccc(Cl)cc2)C1=O)c1cccs1 (centres undefined)
  2	-1	-0.3	2	13	1.3	0.5	119	17	2	-0.4
> CCNC(=S)Nc1cc(OCC)c(NC(=O)c2cccs2)cc1OCC
  8	10	-0.3	-17	0	-0.6	-0.1	100	-5	2	2.6
> COc1ccc(CN2C(=O)CS/C2=N/N=C/c2cccs2)cc1
  10	-3	-0.4	6	0	4.0	-2.6	109	-9	2	0.3
> O=C(NCCN1CCOCC1)c1sc2ccccc2c1Cl
  2	2	·	·	8	0.8	2.3	105	-16	·	-0.5
> CCOc1ccc(NC(=O)[C@@H]2CCCN2C(=O)c2cccs2)cc1S(=O)(=O)N1CCOCC1
  1	0	0.6	-4	18	-0.9	-0.9	109	-2	-3	-3.0
> CC1(C)Cc2c(sc3c2c(=O)n(-c2ccc(Cl)cc2)c(=O)n3CC(N)=O)CO1
  -9	-10	-2.0	-9	21	0.9	1.1	·	-6	10	-1.1

# Bioassay records as filed in PubChem.
